Anesthetic bind: candidate novel general anesthetic via apoferritin binding. P02791. apoferritin/1-aminoanthracene competitive binding, fluorescence. Potency, µM (highest dose often 77.5 µM), inactives show top-dose activity change, negative = displacement, hits mostly inhibitors. 0.074% of 350,000 active; also: % is scaled to controls: 0 for no effect and ±100 for the full control effect; nearly all actives have a fitted effect of over 20% in size
Target sequence (P02791 2-175 limits assumed): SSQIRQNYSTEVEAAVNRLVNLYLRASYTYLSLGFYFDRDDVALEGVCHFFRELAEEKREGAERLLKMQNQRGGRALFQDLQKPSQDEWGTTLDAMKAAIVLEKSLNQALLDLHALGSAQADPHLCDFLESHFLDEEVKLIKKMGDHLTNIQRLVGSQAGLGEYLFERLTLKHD
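Probe: 1-aminoanthracene (50% saturated, PBS). Protein: horse-spleen apoferritin, 10 uM. Incubation: 10 min, room temperature. Detection: 380 nm excitation, 535 nm emission. Analysis: normalized response, four-parameter Hill.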
Pol iota inh: inhibitors of human DNA polymerase iota; Q9UNA4; Potency, µM (series often up to 115 µM), for the others: at the highest dose activity, negative = inhibition, usual class: inhibitors; 1% of 390,000 active; AID 588590; Pol iota fluorescent replication assay, 10 min
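Pol iota at 10 nM preincubated 15 min with compounds at room temperature; reaction started with fluorescent substrate, 50 nM final. Fluorescence read kinetically at 0 and 10 min; buffer-only wells as negative control.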
POLH inh: DNA polymerase eta (human) inhibition. recombinant Pol eta, fluorescent DNA replication assay. 1.2% of 390,000 active. Potency, µM (series often up to 114 µM), inactives show top-dose activity change, negative = inhibition, actives largely listed as inhibitors. Q9Y253; also: % is scaled to controls: 0 for no effect and ±100 for the full control effect
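Pol eta (10 nM) was preincubated with compounds for 15 min at room temperature, after which fluorescent replication substrate (50 nM final) was added to start the reaction. Fluorescence was read kinetically at 0 and 10 min.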
BLM helicase inh: blocks DNA unwinding by human BLM helicase; P54132; recombinant BLM DNA unwinding, fluorescence dequenching; 0.2% of 350,000 active; Potency, µM (highest dose often 56.1 µM), for the others: top-dose activity change, negative = inhibition, most hits filed as inhibitors;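 also: plate controls were vehicle for no effect and no enzyme for full effect; nearly all actives have a fitted effect of over 35% in size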
G9a block: inhibitors of human histone lysine methyltransferase G9a | Q96KQ7 | G9a H3K9 monomethylation, AlphaScreen, 2 h | 8.8% of 350,000 active | Potency, µM (titrated, usually from 102 µM), for the others: top-dose activity, negative = inhibition, actives largely listed as inhibitors | AID 504332; also: % is scaled to controls: 0 for no effect and ±100 for the full control effect; nearly all actives have a fitted effect of over 75% in size
Target sequence (Q96KQ7 913-1193 limits assumed): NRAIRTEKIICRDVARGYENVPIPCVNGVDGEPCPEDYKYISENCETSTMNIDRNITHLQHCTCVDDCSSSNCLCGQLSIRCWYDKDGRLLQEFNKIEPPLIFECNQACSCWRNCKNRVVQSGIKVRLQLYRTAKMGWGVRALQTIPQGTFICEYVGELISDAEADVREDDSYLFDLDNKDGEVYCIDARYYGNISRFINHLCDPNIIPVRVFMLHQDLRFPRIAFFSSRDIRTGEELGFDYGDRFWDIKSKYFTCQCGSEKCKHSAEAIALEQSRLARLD
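Using a bead-based AlphaScreen, monomethylated H3K9 product from 2 h room-temperature reactions (G9a 20 nM, peptide 500 nM, SAM 20 uM) was detected with 0.5 ug/mL rabbit anti-H3K9me1 antibody.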
Pol kappa inh: inhibitors of human DNA polymerase kappa; Q9UBT6; purified Pol kappa, fluorescent DNA synthesis assay, 10 min; Potency, µM (highest dose often 107 µM), inactives show at the top dose activity, negative = inhibition, hits mostly inhibitors; 0.53% of 400,000 active; also: % is scaled to controls: 0 for no effect and ±100 for the full control effect
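Kinetic fluorescence readout at 0 and 10 min followed reaction start with substrate at 50 nM final. Beforehand, enzyme (10 nM Pol kappa) stood 15 min with compound at room temperature; buffer-only wells were negative controls.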
Pol beta inh: DNA polymerase beta (human) inhibition. P06746. Pol beta primer extension/strand displacement, fluorescence kinetic. Potency, µM (series often up to 114 µM), without a hit: top-dose activity change, negative = inhibition, usual class: inhibitors. 1.3% of 340,000 active. AID 485314; also: % is scaled to controls: 0 for no effect and ±100 for the full control effect
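Pol beta (10 nM) was preincubated with compound for 15 min at room temperature. The reaction was then started with 50 nM substrate and read immediately and after a further 10 min at room temperature.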
BAZ2B inh: BAZ2B (human) inhibition; Potency, µM (top dose mostly 114 µM), inactives show at the highest dose activity change, negative = inhibition, hits mostly inhibitors; AID 504333; 4.4% of 360,000 active; AlphaScreen BAZ2B-H3K14Ac peptide displacement; Q9UIF8; also: % is scaled to controls: 0 for no effect and ±100 for the full control effect; nearly all actives have a fitted effect of over 60% in size
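BAZ2B 50 nM plus b-H3(5-23)K14Ac 50 nM, PBS pH 7.4/0.01% Tween-20, 30 min RT; compound added (max 110 uM), 30 min RT; streptavidin donor/Ni-chelate acceptor beads 10 ug/mL final, 20 min dark; AlphaScreen read.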
APEX1 inh: APE1 (human) endonuclease inhibition; recombinant APE1, TAMRA/BHQ-2 abasic DNA cleavage fluorescence; Potency, µM (series often up to 65.8 µM), without a hit: at the highest dose activity change, negative = inhibition, most hits filed as inhibitors; 0.35% of 350,000 active; AID 2517; P27695;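 also: plate controls were vehicle for no effect and reference inhibitor for full effect; nearly all actives have a fitted effect of over 55% in size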
Target sequence (P27695 whole entry, looked up): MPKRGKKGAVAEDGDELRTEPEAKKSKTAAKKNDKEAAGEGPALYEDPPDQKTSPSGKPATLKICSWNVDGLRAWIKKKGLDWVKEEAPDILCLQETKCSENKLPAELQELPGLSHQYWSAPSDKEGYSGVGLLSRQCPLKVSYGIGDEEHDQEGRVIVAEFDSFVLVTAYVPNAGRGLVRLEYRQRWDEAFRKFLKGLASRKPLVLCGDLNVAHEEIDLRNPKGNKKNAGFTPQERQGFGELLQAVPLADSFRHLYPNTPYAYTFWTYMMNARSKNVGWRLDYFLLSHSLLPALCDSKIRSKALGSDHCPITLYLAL
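Kinetic fluorescence read (525 ex/598 em nm, three reads 60 s apart) of AP-site incision; signal = third minus first read. Enzyme 0.75 nM, dual-labelled THF duplex 50 nM, compound preincubation 15 min RT.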
The depositor's hits bear a star; ? = inconclusive; / = no result given; & = joins results of further samples; [ ] = dose if it differs, or a comment. Calls follow the shape of the dose curve; as a rule, active = well fitted curve in the direction sought with a large enough effect; inconclusive = small, poorly fitted or top-dose-only effect, or another doubt; inactive = no such curve, though single readings can be large; an effect the other way counts as inactive or inconclusive. Potency is read from the fitted curve at half-maximal effect. Only part of the results is shown, so the mix of outcomes need not match the whole.

Screens in order – Anesthetic bind | Pol iota inh | POLH inh | BLM helicase inh | G9a block | Pol kappa inh | Pol beta inh | BAZ2B inh | APEX1 inh
Cc1ccc(Cl)cc1NC(=O)COC(=O)c1ccc(CN2CCCC2=O)cc1
→ / | 0% | -15% | / | -3%[59 µM] | 10% | / | 12% | 2%
CN(Cc1nc2ccccc2c(=O)[nH]1)C(=O)c1cccc(NC(=O)c2cccs2)c1
→ / | 19% | 0% | / | / | -9% | / | / | 15%
CN(Cc1nc(-c2cccc(Cl)c2)no1)C1CCOCC1
→ -6% | 60% | -5% | -2% | / | 4% | 45% | 4% | 22%
O=C(O)CC(Cc1ccc(Cl)cc1)C(=O)NCC12CC3CC(CC(C3)C1)C2 (stereo unspecified)
→ 6% | 2% | -5% | -5% | -5% | 3% | -8% | 3% | 45%
CCOc1ccc(NC(=S)NC(=O)/C=C/c2ccco2)cc1
→ ? | 117%[activator] | 3% | -7% | 9%[0.501 µM] | 2% | -17% | -5% | 33%
O=C(O)CCc1nn2c3ccccc3n(CC(=O)O)c2nc1=O
→ -1% | -30% | 4% | 2% | 50µM* | -3% | 1% | 2% | 5%
CCOC(=O)N1CCN(CC(O)COc2ccccc2C(C)(C)C)CC1 (stereo unspecified)
→ -9% | -19% | -12% | -3% | -9%[59 µM] | -2% | -1% | 4% | 3%
CCOC(=O)c1c(NC(=O)c2ccccc2Cl)sc2c1CCc1ccccc1-2
→ 52%[activator] | -9% | -19% | -6% | 4.5µM* | -4% | 33% | 25% | 16%
Cc1cc(NC(=O)c2ccc(-c3ccccc3[N+](=O)[O-])o2)no1
→ / | 22% | -7% | / | / | -22% | / | / | 13%
N#Cc1ccc(OCc2nnc(-c3ccc([N+](=O)[O-])cc3)o2)cc1
→ -20% | 0% | -6% | -3% | -8% | -2% | -7% | -18% | -8%

Reprinted from the part before: 5 entries, then new ones.
Screens in order – Anesthetic bind | Pol iota inh | POLH inh | BLM helicase inh | G9a block | Pol kappa inh | Pol beta inh | BAZ2B inh | APEX1 inh
O=C(O)CCc1nn2c3ccccc3n(CC(=O)O)c2nc1=O
→ -1% | -30% | 4% | 2% | 50µM* | -3% | 1% | 2% | 5%
CCOC(=O)N1CCN(CC(O)COc2ccccc2C(C)(C)C)CC1 (stereo unspecified)
→ -9% | -19% | -12% | -3% | -9%[59 µM] | -2% | -1% | 4% | 3%
CCOC(=O)c1c(NC(=O)c2ccccc2Cl)sc2c1CCc1ccccc1-2
→ 52%[activator] | -9% | -19% | -6% | 4.5µM* | -4% | 33% | 25% | 16%
Cc1cc(NC(=O)c2ccc(-c3ccccc3[N+](=O)[O-])o2)no1
→ / | 22% | -7% | / | / | -22% | / | / | 13%
N#Cc1ccc(OCc2nnc(-c3ccc([N+](=O)[O-])cc3)o2)cc1
→ -20% | 0% | -6% | -3% | -8% | -2% | -7% | -18% | -8%
Cc1cc(C(=O)OCC(=O)N2C(C)CCCC2C)c(C)o1 (stereo unspecified)
→ ? | 3% | -1% | 1% | -9% | -3% | 2% | 5% | 3%
CCOc1ccccc1CNC(=O)CCCc1cn(C)c2ccccc12
→ -4% | 46%[activator] | -23% | -8% | 50µM* | 0% | -18% | ? | -4%
C[C@H]1C(=O)N(C)CCN1C(=O)c1ccccc1OC1CCN(S(C)(=O)=O)CC1
→ 0% | 6% | -7% | -7% | -1% | -6% | 2% | 13% | 7%
CCCCCCCC(=O)OCC(=O)[C@@]1(O)CC[C@H]2[C@@H]3CCC4=CC(=O)CC[C@]4(C)[C@H]3[C@@H](O)C[C@@]21C
→ ? | 21% | -25% | -14% | 35%[59 µM] | -10% | ? | -30% | -3%
Cc1ccc(C(=O)NC2CCCc3c2cnn3-c2ccc(F)cc2F)cn1 (stereo unspecified)
→ -6% | / | / | -4% | 37% | / | 7% | -3% | 34%
CCN(c1ccc(OC)cc1)S(=O)(=O)c1ccc2c(c1)NC(=O)CS2
→ 8% | -20% | -15% | -3% | / | -2% | 36% | -12% | -1%
COCCN(Cc1ccccc1)C(=O)c1c(C)nn(-c2ccccc2)c1C
→ -3% | 2% | -19% | -26% | 5% | -6% | 1% | 0% | -2%
COC(=O)c1cc(=O)c2c([N+](=O)[O-])ccc(OC)c2o1
→ -3% | 127%[activator] | -4% | -7% | -7% | 0% | 0% | -16% | 8%
NC(=O)CSc1nnc(-c2ccncc2)o1
→ -7% | 3% | -2% | 2% | / | -9% | 22% | -9% | 12%
COc1ccc(Cc2c(O)nc[nH]c2=O)cc1
→ -2% | 2% | -4% | 1% | 16%[59 µM] | -13% | 10% | -5% | -2%
COc1ccc2[nH]c(=O)c(CN(C(=O)C3CCCO3)c3cccc(C)c3)cc2c1 (stereo unspecified)
→ 2% | / | / | -2% | -9%[59 µM] | / | 5% | -3% | -4%
CC1C(=O)N(Cc2ccc([N+](=O)[O-])cc2)c2ccccc2N1C(=O)c1c(F)cccc1F (stereo unspecified)
→ -14% | 64%[activator] | -1% | -11% | -7% | -15% | -7% | -17% | 16%
CCN1C(=O)c2ccccc2S(=O)(=O)c2ccc(C(=O)NCc3ccccc3OC)cc21
→ 1% | 9% | -20% | -9% | -35%[59 µM] | -21% | 0% | -12% | /
Cc1cccc(C(=O)NC(=S)N(C)C2CCCCC2)c1
→ -20% | 15% | -14% | 0% | -8% | 9% | ? | -38% | 59%[activator]
Cc1ccccc1N1C(=O)C2C3C=CC(C2C1=O)N(C)C3=O (stereo unspecified)
→ 4% | 11% | -4% | -16% | 10%[59 µM] | -3% | 47% | 10% | -4%
Cc1ccc(Cn2cnc3sc4c(c3c2=O)CCC4)c(C)c1
→ -13% | -10% | -14% | 4% | 0%[59 µM] | 3% | ? | 12% | -4%
COc1ccccc1CNC(=O)/C(C#N)=C/c1ccc(OC)c(OC)c1OC
→ 39%[activator] | 38%[activator] | -15% | -1% | -20% | 2% | -2% | -13% | 29%
FC(F)(F)c1ccc(CN2C[C@@H]3C(c4ccccc4)C4(c5cccnc5)CC3(C4)[C@H]2c2ccccc2)cc1 (stereo partly specified)
→ -6%&-2% | 42%[activator] | -25% | -6%&-10% | ? | 10% | 0% | -16% | -2%&0%
NS(=O)(=O)c1cccc(NC(=O)COC(=O)CCCc2c[nH]c3ccccc23)c1
→ ? | 7% | 3% | -7% | ? | -16% | -2% | ? | -4%
Cc1ccc(NC(=O)C2CCCN(C(=O)c3ccc(Cl)cc3)C2)cc1C (stereo unspecified)
→ -18% | -1% | -21% | -3% | 19% | 1% | 7% | -14% | -3%
CCCCCCC(=O)N1CCCC(c2nc(-c3cccc(OC)c3)no2)C1 (stereo unspecified)
→ 3% | 75%[activator] | -23% | -9% | 31%[12.7 µM] | -6% | 1% | 45%[activator] | 4%
O=C(Cn1c(=O)nc(-c2ccccc2)c2ccccc21)N1CCN(c2ccc(F)cc2)CC1
→ 24% | 10% | -21% | -1% | 12%[12.7 µM] | -2%[60.1 µM] | -21% | 2% | /
CCCS(=O)(=O)c1c(S(=O)(=O)CCC)c2cc(C(C)(C)C)ccn2c1C(=O)c1ccccc1
→ -6% | 32%[activator] | 89µM* | -19% | ? | -16% | 2% | -10% | /
CCOC(=O)N1CCN(C(=O)c2ccc(N(Cc3ccccc3Cl)S(C)(=O)=O)cc2)CC1
→ 0% | 27% | -15% | -5% | 26% | -1% | 59% | -13% | -11%
O=c1cc(-c2ccc(O)c(-c3c(O)cc(O)c4c(=O)cc(-c5ccc(O)cc5)oc34)c2)oc2cc(O)cc(O)c12
→ 1% | 32µM* | 18µM* | -8% | -6% | 79µM* | -22% | -37% | -5%
Cc1cc2c(cc1C)C(c1ccccc1F)CC(=O)N2 (stereo unspecified)
→ -10% | 11% | -9% | 3% | 11%[0.501 µM] | -12% | 33% | 1% | -22%
CCOc1ccc(S(=O)(=O)N2CCOCC2)cc1NC(=O)CN1C(=O)NC2(CCCC2)C1=O
→ / | ? | -14% | / | -33% | 2% | / | 8% | -10%
CN(Cc1nc2ccccc2c(=O)[nH]1)C(=O)COc1ccccc1Cc1ccccc1
→ / | 9% | -15% | / | 8%[2.33 µM] | -17% | / | -4% | -26%
Cc1cccc(C(=O)NCCC(=O)NCc2ccccc2Cl)c1
→ / | -20% | -10% | / | 5%[12.7 µM] | 8% | / | 2% | 35%
O=C(O)Cc1sc(-c2ccc(C(=O)O)cc2)nc1-c1ccccc1
→ -5% | 4% | 1% | 3% | -30% | -12% | -10% | ? | 4%
Cc1ccc(CSc2nnc3[nH]c(=O)cc(-c4ccccc4)n23)cc1
→ 2% | 2% | ? | -5% | ? | -8%[60.1 µM] | -17% | -2% | /
CCc1ccc(NC(=O)c2ccc(-n3cncn3)c([N+](=O)[O-])c2)cc1
→ / | -2% | -22% | / | ? | 0% | / | -30% | 36%
CN1C(=O)c2ccccc2N(C)C1c1cccs1 (stereo unspecified)
→ 15% | 2% | -8% | -7% | ? | -15% | 2% | 18% | 12%
CCOC(=O)c1c(NC(=O)/C=C/c2ccc(OCC)cc2)sc2c1CCC2
→ 23% | 10% | -10% | 1% | 29%[59 µM] | 5% | 7% | 36% | /
O=C(Cn1c(-c2cccs2)cc2ccccc21)N1CCN(c2ccccc2F)CC1
→ 139%[activator] | 9% | -18% | -9% | -24%[59 µM] | -14% | -20% | -12% | /
COc1ccc(Cn2c(=O)n(-c3ccc(OC)cc3)c(=O)c3c2c2cc(OC)ccc2n3C)cc1
→ 50%[activator] | 16% | -17% | -1% | 0%[59 µM] | -8%[60.1 µM] | -4% | 1% | /
N[C@@H](Cc1ccccc1)c1nnc(SC/C=C/c2ccccc2)o1
→ -7% | 108%[activator] | -8% | -2% | ? | 2% | 19% | -16% | -8%
COc1nc(SCC(=O)Nc2ccccc2Cl)nc(N(C)C)n1
→ -20% | -14% | -21% | 7% | 13% | 4% | -1% | 2% | 11%
O=C(c1cc(COc2ccc3ncccc3c2)on1)N1CCC[C@H]1CO
→ -10% | 23% | -19% | -4% | 15% | 0% | 24% | -18% | 47%[activator]
CCOC(=O)N1CCN(Cc2cn[nH]c2-c2cc3ccccc3o2)CC1
→ -5% | 47%[activator] | -4% | -2% | / | 12% | 26% | -16% | 5%
O=C(c1ccco1)c1cn[nH]c1-c1ccc(Cl)cc1O
→ -13% | 4% | -2% | -1% | ? | -4% | 16% | -2% | 16%
COc1ccc(-c2cc(-c3cc(OC)ccc3O)[nH]n2)cc1
→ -6% | ? | -17% | -11% | -7%[59 µM] | -15% | 1% | ? | 8%
